HT1080 viability: HT1080 cell viability loss – fluorescence readout (AID 620); HT1080 viability, fluorescence; higher % means a stronger effect; cytotoxicity, % at 10 µM, or EC50 in µM where a hit was titrated; 87,000 compounds, 0.42% hits;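 note: cells exposed to compound overnight then 4 h with Alamar Blue; 0% = vehicle DMSO and 100% = killing control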
HPDE-C7 viability: cytotoxicity in HPDE-C7 cells, cell-based, fluorescence, HTS (AID 430); one-dose cytotoxicity, % at 10 µM; EC50 in µM for titrated hits; 63,000 compounds, 1.8% hits; HPDE-C7 pancreatic duct cells viability, fluorescence; higher % means a stronger effect;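 note: cells exposed to compound for 48 hours before viability readout; 0% = vehicle and 100% = reference cytotoxic drug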
MK inhibit: inhibitors of Streptococcus pneumoniae mevalonate kinase; AID 555; 65,000 compounds, 0.48% hits; purified MK, PK/LDH-coupled NADH absorbance 340 nm; inhibition, % at 10 µM;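 active = ranked among the strongest by inhibition in the single 10 µM screen, a fixed top-ranked set picked for dose follow-up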; note: no value below 0 was filed
Alkaline phosphatase: inhibition of tissue-nonspecific alkaline phosphatase – biochemical, luminescent (AID 518) | purified TNAP enzyme, luminescent substrate readout; higher % means a stronger effect | 64,000 compounds, 0.09% hits | inhibition, % at 20 µM, or IC50 in µM where a hit was titrated; in the data active = a potency from the dose series; inactive = the rest, 99 in 100 with inhibition below about 22%;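 note: plate controls were vehicle for no effect and reference inhibitor for full effect; many of its hits are not listed in these tables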
Bfl-1 inhibitors: Bfl-1 inhibitors, primary screen, biochemical, fluorescence polarization, FITC-Bid, mouse (AID 432); 64,000 compounds, 0.02% hits; one-dose displacement, % at 20 µM; IC50 in µM for titrated hits; FITC-Bid BH3 peptide fluorescence polarization displacement; higher % means a stronger effect; in the data active = a potency from the dose series; inactive = the rest, 99 in 100 with displacement below about 15%; note: strong numbers were not always called active
DPM-DC inhibit: inhibitors of Streptococcus pneumoniae diphosphomevalonate decarboxylase; 65,000 compounds, 0.49% hits; purified DPM-DC, PK/LDH coupled NADH fluorescence; calls only at 10 µM;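 active = the 320 compounds with the highest percent inhibition in the single-dose primary screen, excluding strongly autofluorescent ones, cut at about 32% in these data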;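 note: kinetic rate of NADH fluorescence loss reporting ADP formed by the decarboxylase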
LYP inhibition: inhibition of human PTPN22 tyrosine phosphatase – biochemical, DiFMUP fluorescence, recombinant catalytic domain, 10 µM, primary screen (AID 606) | inhibition, % at 10 µM, or IC50 in µM where a hit was titrated | 52,000 tested, under 10 active | recombinant LYP catalytic domain, DiFMUP fluorescence; higher % means a stronger effect;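 active = IC50 under 40 µM in the dose-response test; inactive = IC50 of 40 µM or more, or never dose-tested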
Spn PMK inh: inhibitors of Streptococcus pneumoniae phosphomevalonate kinase; purified PMK, PK/LDH-coupled NADH absorbance 340 nm; inhibition, % at 10 µM; 65,000 compounds, 0.49% hits;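 active = top-ranked compounds by inhibition in the single 10 µM screen, taking a fixed number of the strongest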;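 note: 0% = full reaction with DMSO carrier and 100% = background rate without enzyme reaction; no value below 0 was filed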
HPDE-C7K KRASV12: cytotoxicity in KRAS-transformed pancreatic duct cells, primary screen, cell-based, fluorescence, HTS (AID 431) | HPDE-C7K KRASV12 cells, Alamar Blue viability, 48 h; higher % means a stronger effect | cytotoxicity, % at 10 µM; hits with a dose series show EC50 in µM | 63,000 compounds, 1.7% hits;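 active = compounds whose percent cytotoxicity in the single-dose primary screen, scaled between solvent and toxic-drug controls, exceeds 50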;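 note: 0% = DMSO solvent wells and 100% = doxorubicin-treated wells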
Spn PMK inh pilot replicates: also measured in Spn PMK inh; calls as there; inhibition, %; measured here: pilot screen replicates
MK inhibit pilot replicates: further read-out of MK inhibit, marked with its call; inhibition, %; measured here: pilot screen replicates
DPM-DC inhibit pilot screen %: second read-out of DPM-DC inhibit, no call of its own (marks repeat the call); inhibition, %; measured here: pilot screen trials
Active calls of the source: *; i = inactive; . = no result given. Cut-off read from the data, not from the text of the source, unless noted: active = cytotoxicity above about 50%; inactive = the rest.

SMILES	HT1080 viability	HPDE-C7 viability	MK inhibit	Alkaline phosphatase	Bfl-1 inhibitors	DPM-DC inhibit	LYP inhibition	Spn PMK inh	HPDE-C7K KRASV12	others
CCOC(=O)C1=C(CN2CCC(C)CC2)NC(=O)NC1c1ccc(Cl)cc1 (stereo unspecified)	-8%	1%	6	16%	3%	i	5%	3	-11%
O=C(Cn1nc(-c2cccc(Cl)c2)ccc1=O)Nc1cccnc1	4%	4%	6	10%	-4%	i	11%	1	-5%
CC1=C(Sc2nc3ccccc3[nH]2)C(=O)NC(C)(C)C1	24%	-7%	4	8%	0%	i	12%	0	-7%
COc1ccc(NC(=O)C2CCCCN2CC(=O)OCc2ccccc2)cc1OC (stereo unspecified)	-16%	-1%	0	5%	-2%	i	.	17	1%
CCCOc1cccc(CN2CCCCC2c2cccnc2)c1 (stereo unspecified)	.	-6%	0	10%	-2%	i	8%	6	0%
CCN(CC)CCCn1c(=S)[nH]c2cc(Cl)ccc2c1=O	13%	-5%	9	19%	-1%	i	-1%	7	11%	Spn PMK inh pilot replicates=2.0;MK inhibit pilot replicates=0.0;DPM-DC inhibit pilot screen %=2.5
Cc1cccc(OCCCCc2c(C)n[nH]c2C)c1	10%	5%	4	-3%	0%	i	4%	23	3%
CCOC(=O)c1[nH]c2ccc(OC)cc2c1N=CN(C)C	-5%	4%	4	6%	-6%	i	6%	0	-5%
Cc1ccc(CN2C(=O)CCC2C(=O)NCCCN2CCCCC2C)cc1 (stereo unspecified)	-4%	8%	6	13%	-8%	i	13%	23	0%
O=C(CN1CCN(C(=O)N2CCCCC2)CC1)Nc1ccc(F)cc1	2%	.	1	9%	-6%	i	0%	1	.
NS(=O)(=O)c1ccc(-n2nncc2C23CC4CC(CC(C4)C2)C3)cc1	14%	-5%	8	13%	-2%	i	.	9	-10%
CC(C)(C)n1nc2c(c1NC(=O)c1ccc(S(=O)(=O)N3CCCC3)cc1)CS(=O)C2 (stereo unspecified)	0%	-5%	0	14%	-6%	i	8%	22	6%

Overlap with the part before: two compounds, followed by the next part.
SMILES	HT1080 viability	HPDE-C7 viability	MK inhibit	Alkaline phosphatase	Bfl-1 inhibitors	DPM-DC inhibit	LYP inhibition	Spn PMK inh	HPDE-C7K KRASV12	others
NS(=O)(=O)c1ccc(-n2nncc2C23CC4CC(CC(C4)C2)C3)cc1	14%	-5%	8	13%	-2%	i	.	9	-10%
CC(C)(C)n1nc2c(c1NC(=O)c1ccc(S(=O)(=O)N3CCCC3)cc1)CS(=O)C2 (stereo unspecified)	0%	-5%	0	14%	-6%	i	8%	22	6%
C(=C\c1ccccc1)/CN1CCN(c2ncnc3c2oc2ccccc23)CC1	-3%	3%	6	0%	4%	i	.	0	0%
CCNC(=O)[C@@H]1CCCN1C(=O)[C@H](CCCN=C(N)N)NC(=O)[C@H](CC(C)C)NC(=O)[C@@H](CC(C)C)NC(=O)[C@H](Cc1ccc(O)cc1)NC(=O)[C@H](CO)NC(=O)[C@H](Cc1c[nH]c2ccccc12)NC(=O)[C@H](Cc1cnc[nH]1)NC(=O)[C@@H]1CCC(=O)N1	-14%	.	1	.	.	i	0%	0	.
O=C(c1cnc2n(c1=O)CCS2)N(c1ccccc1)C1CCCCC1	-1%	-8%	0	6%	-4%	i	22%	16	-2%
O=C(CN1C2=NCCN2c2ccccc21)c1ccc(Br)cc1	3%	.	4	0%	4%	i	10%	7	.
COc1ccc(C2CC(c3cccc(OC)c3OC)n3nnnc3N2)cc1 (stereo unspecified)	7%	-13%	3	6%	5%	i	0%	2	-9%
Cc1csc(SCC(=O)NC(=O)NCc2ccccc2)n1	2%	-29%	4	2%	0%	i	2%	6	33%	Spn PMK inh pilot replicates=4.5;MK inhibit pilot replicates=1.0;DPM-DC inhibit pilot screen %=0.0
O=C(CSc1nnc(CNc2ccc(F)cc2)o1)N1CCCc2ccccc21	9%	-7%	10	8%	-4%	i	6%	8	2%
O=[n+]1c2c(n([O-])c3c1CCC3)CCCC2	-10%	.	6	5%	-2%	i	.	11	.
Cc1cc(C(=O)NC(C)c2ccncc2)cs1 (stereo unspecified)	-2%	2%	4	4%	-2%	i	4%	5	-1%
Cn1cccc1Cc1nnc(SCC(=O)Nc2ccc3c(c2)OCCO3)n1-c1ccc(F)cc1	3%	-1%	7	7%	1%	i	-4%	17	-4%
O=C(CN1C(=O)CSc2ccccc21)N1CCc2ccccc21	2%	.	11	.	.	i	6%	5	.
NC(=O)CC12CC3CC(C1)CC(CC(N)=O)(C3)C2	.	-7%	0	7%	-3%	i	.	20	3%
O=C(CSc1nnc(CCc2nc3ccccc3[nH]2)n1-c1ccccc1)NCc1ccco1	-9%	-11%	11	4%	-4%	i	4%	11	-23%
O=C(COc1ccccc1Cl)NC(=O)NC1CCCC1	8%	-6%	2	8%	-2%	i	21%	13	-6%
COc1ccc(-c2nc3scc(-c4ccccc4)n3n2)cc1	-1%	.	10	19%	-5%	i	9%	11	.
S=C1SCN(Cc2ccccn2)CN1Cc1ccco1	2%	65%*	2	13%	-3%	i	.	13	42%
COc1ccc(N(C)S(=O)(=O)c2cccc(C(=O)NC3=NCCS3)c2)cc1	-5%	.	10	6%	4%	i	8%	7	.
COc1cc(NC(=O)c2ccco2)c(OC)cc1NC(=O)CCC(=O)Nc1cccc(C)c1C	2%	25%	7	10%	-5%	i	.	15	19%
CCN(CC)C(=O)CN1CCN(c2ncccn2)CC1	0%	-15%	25	8%	-7%	i	0%	7	-12%
C=CCc1c(C)nc(SCCC)[nH]c1=O	5%	7%	12	4%	-6%	i	.	2	5%
O=S(=O)(NCc1cccnc1)c1ccc(Cl)c(Cl)c1Cl	-1%	-16%	10	7%	4%	i	15%	6	-17%
CCN(CC(=O)Nc1ccccc1C(=O)OC)S(=O)(=O)c1ccccc1	8%	-7%	4	9%	-3%	i	-1%	6	0%
O=C(c1ccccc1CCc1ccccc1)N1CCN(c2ccccn2)CC1	0%	17%	4	8%	3%	i	9%	2	14%
COCCCn1c(CCC(=O)O)ccc1-c1cccs1	-4%	1%	12	3%	-6%	.	12%	5	-15%
CCOc1cc(C(=O)NCc2ccncc2)cc(OCC)c1OCC	-2%	4%	12	8%	4%	i	.	1	-2%	Spn PMK inh pilot replicates=1.5;MK inhibit pilot replicates=0.0;DPM-DC inhibit pilot screen %=3.0
C=C(C)COc1ccc(-c2[nH]ncc2Oc2ccccc2OCC)c(O)c1	-2%	86%*	6	2%	-4%	i	-1%	14	78%*
Cc1cc2ncn(S(=O)(=O)c3ccc(S(=O)(=O)N4CCOCC4)cc3)c2cc1C	1%	-2%	1	2%	1%	i	-12%	11	8%	Spn PMK inh pilot replicates=0.0;MK inhibit pilot replicates=0.0;DPM-DC inhibit pilot screen %=0.0
O=C(Nc1ccc2c(c1)OCO2)OCc1ccccc1	13%	5%	14	15%	6%	i	11%	3	3%	Spn PMK inh pilot replicates=3.5;MK inhibit pilot replicates=0.0;DPM-DC inhibit pilot screen %=4.0
CCOC(=O)N1CCC(NC(=O)CCC(=O)N2CC(C)Oc3ccccc32)CC1 (stereo unspecified)	-8%	-8%	0	7%	2%	i	4%	6	-5%
CC(C[N+](C)(C)C)OC(N)=O (stereo unspecified)	-4%	-1%	10	14%	-2%	i	23%	1	-6%	Spn PMK inh pilot replicates=3.5;MK inhibit pilot replicates=0.0;DPM-DC inhibit pilot screen %=0.0
O=C(Nc1cccc(-c2cnc3ccccc3n2)c1)c1ccco1	-2%	-5%	0	10%	-5%	i	7%	0	10%
COCc1nnc(NS(=O)(=O)c2ccccc2)s1	-12%	-16%	1	-2%	-2%	i	1%	1	-7%
CCOC(=O)N1CCN(CCC(=O)Nc2ccc(C)cc2)CC1	.	-2%	3	5%	-1%	i	.	0	5%
O=C(CN(Cc1ccccc1)C(=O)c1ccc2c(c1)OCCO2)NCc1ccc2c(c1)OCO2	9%	3%	1	6%	-3%	i	.	6	5%
O=C(Cc1ccccc1)N(c1ccc(F)cc1)C1C=CS(=O)(=O)C1 (stereo unspecified)	-2%	6%	2	4%	7%	i	14%	18	3%
Cc1cccc(N2CCN(C(=O)Cn3nc(Cc4ccncc4)c4ccccc4c3=O)CC2)c1C	-4%	16%	8	16%	-11%	i	0%	12	23%	Spn PMK inh pilot replicates=4.0;MK inhibit pilot replicates=1.5;DPM-DC inhibit pilot screen %=0.0
Cc1nnc(Oc2ccccc2)c2ccccc12	-18%	.	8	15%	-2%	i	-1%	10	.
c1ccc(Cn2nnnc2C(c2ccncc2)N2CCOCC2)cc1 (stereo unspecified)	29%	-7%	1	8%	0%	i	-1%	3	-5%
O=C(Nc1nnc(-c2ccc3c(c2)CCCC3)o1)C1CCCCC1	0%	-7%	1	14%	-1%	i	13%	10	-9%
CCN(CCCNC(=O)CCCCn1c(=O)[nH]c2ccccc2c1=O)c1ccccc1	0%	-6%	1	7%	-5%	i	2%	8	1%
CCCCC(SCC(=O)Nc1ccccc1)C(=O)O (stereo unspecified)	-3%	9%	0	6%	-1%	i	-4%	10	6%

5 successive entries already listed:
SMILES	HT1080 viability	HPDE-C7 viability	MK inhibit	Alkaline phosphatase	Bfl-1 inhibitors	DPM-DC inhibit	LYP inhibition	Spn PMK inh	HPDE-C7K KRASV12	others
Cc1cccc(N2CCN(C(=O)Cn3nc(Cc4ccncc4)c4ccccc4c3=O)CC2)c1C	-4%	16%	8	16%	-11%	i	0%	12	23%	Spn PMK inh pilot replicates=4.0;MK inhibit pilot replicates=1.5;DPM-DC inhibit pilot screen %=0.0
Cc1nnc(Oc2ccccc2)c2ccccc12	-18%	.	8	15%	-2%	i	-1%	10	.
c1ccc(Cn2nnnc2C(c2ccncc2)N2CCOCC2)cc1 (stereo unspecified)	29%	-7%	1	8%	0%	i	-1%	3	-5%
O=C(Nc1nnc(-c2ccc3c(c2)CCCC3)o1)C1CCCCC1	0%	-7%	1	14%	-1%	i	13%	10	-9%
CCN(CCCNC(=O)CCCCn1c(=O)[nH]c2ccccc2c1=O)c1ccccc1	0%	-6%	1	7%	-5%	i	2%	8	1%

No enrichment for hits. Share with any hit: about 3.6%.
